Epigenetic derep – regulators of epigenetic silencing causing reporter derepression in mouse cells. Potency, µM (series often up to 53.9 µM), for the others: at the top dose GFP activation, usual class: activators. murine LDR cells, GFP reporter derepression, 30 h. AID 1865. 280,000 compounds, 0.2% hits; also: potency is read from the fitted curve at half-maximal effect; % of control where 0% means no effect; nearly all actives have a fitted effect of over 60% in size
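GFP-positive cell count by laser-scanning cytometry (objects 20–120 um) after 30 h, 37 C compound exposure of murine LDR cells; reporter is CMV-GFP integrated at a silenced locus, inducible by HDAC or DNMT inhibitors.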
KinaseGlo FLuc – Kinase-Glo luciferase inhibition (counter-screen); Q27757; Kinase-Glo luciferase, ATP luminescence, 8 min; Potency, µM (doses to about 38.3 µM), for inactives: at the top dose activity change, negative = inhibition, most hits filed as inhibitors; 200,000 compounds, 0.28% hits; AID 1379; also: potency is read from the fitted curve at half-maximal effect; % is scaled to controls: 0 for no effect and ±100 for the full control effect; nearly all actives have a fitted effect of over 60% in size
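Compound is pinned into ATP-containing buffer (10 uM ATP, imidazole pH 7.2, 7 mM MgCl2). Kinase-Glo luciferase reagent is then added. Light output is recorded following an 8-min room-temperature incubation.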
HTT aggregate – mutant huntingtin aggregation inhibition; PC12 HttQ103-GFP aggregates, Acumen cytometry, 40 h; Potency, µM (top dose mostly 46.1 µM), for inactives: at the top dose activity change, negative = inhibition, most hits filed as inhibitors; 220,000 compounds, 1.1% hits; also: potency is read from the fitted curve at half-maximal effect; % is scaled to controls: 0 for no effect and ±100 for the full control effect; nearly all actives have a fitted effect of over 60% in size
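Using laser scanning cytometry, GFP-positive aggregates were counted after lysis of PC12 cells induced with 100 nM tebufenozide to express HTT exon 1 Q103–GFP. Compounds were tested in titration.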
NPSR antagonist – blocks cAMP signaling of the human neuropeptide S receptor. Q6W5P4. CHO-NPSR cells, cAMP TR-FRET, antagonist mode. Potency, µM (doses to about 38.3 µM), inactives show at the highest dose activity change, negative = inhibition, hits mostly inhibitors. 220,000 compounds, 1% hits. AID 1461; also: potency is read from the fitted curve at half-maximal effect; % is scaled to controls: 0 for no effect and ±100 for the full control effect; nearly all actives have a fitted effect of over 50% in size; many of its hits are not listed in these tables
Target sequence (Q6W5P4 whole entry, looked up): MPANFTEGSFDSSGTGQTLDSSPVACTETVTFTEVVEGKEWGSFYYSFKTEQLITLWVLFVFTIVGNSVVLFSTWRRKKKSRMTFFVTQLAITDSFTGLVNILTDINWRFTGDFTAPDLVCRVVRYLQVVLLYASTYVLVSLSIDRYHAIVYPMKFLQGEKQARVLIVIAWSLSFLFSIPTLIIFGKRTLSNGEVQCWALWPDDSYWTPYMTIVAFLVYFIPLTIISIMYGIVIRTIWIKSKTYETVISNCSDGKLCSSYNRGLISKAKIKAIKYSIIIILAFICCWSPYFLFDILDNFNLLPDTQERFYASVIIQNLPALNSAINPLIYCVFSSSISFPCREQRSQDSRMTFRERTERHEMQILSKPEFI
CBFb RUNX1 block – blocks binding between human CBF-beta and RUNX1. Q01196+Q13951. AlphaScreen CBFb-His/RUNX1-biotin binding, biochemical. Potency, µM (top dose mostly 59.8 µM), for the others: at the highest dose activity, negative = inhibition, hits mostly inhibitors. 230,000 tested, under 10 active. AID 1477; also: % of control where 0% means no effect
Target sequence (Q01196 whole entry, looked up): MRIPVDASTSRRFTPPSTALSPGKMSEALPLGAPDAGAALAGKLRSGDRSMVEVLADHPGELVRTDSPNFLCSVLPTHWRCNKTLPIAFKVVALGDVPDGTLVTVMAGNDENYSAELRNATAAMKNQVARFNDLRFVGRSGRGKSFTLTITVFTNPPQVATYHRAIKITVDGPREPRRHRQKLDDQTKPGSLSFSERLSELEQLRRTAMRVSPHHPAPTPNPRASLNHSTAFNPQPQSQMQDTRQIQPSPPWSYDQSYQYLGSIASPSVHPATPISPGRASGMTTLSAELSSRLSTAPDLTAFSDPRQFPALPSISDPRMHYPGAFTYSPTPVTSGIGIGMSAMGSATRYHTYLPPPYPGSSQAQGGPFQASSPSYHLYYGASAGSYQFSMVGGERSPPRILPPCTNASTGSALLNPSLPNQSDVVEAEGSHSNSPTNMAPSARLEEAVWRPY
Target sequence (Q13951 whole entry, looked up): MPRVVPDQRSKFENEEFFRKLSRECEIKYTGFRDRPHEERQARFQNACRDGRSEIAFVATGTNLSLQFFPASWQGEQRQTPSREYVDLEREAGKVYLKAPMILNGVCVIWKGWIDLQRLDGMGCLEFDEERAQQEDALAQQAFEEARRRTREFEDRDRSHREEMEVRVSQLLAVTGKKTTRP
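Proteins preincubated together for 20 min at RT before compound addition; 15 min later, nickel and streptavidin beads were added and left 90 min prior to AlphaScreen measurement.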
Lamin A splicing – LMNA splicing modulation; HeLa LMNA splicing GFP/RFP minigene ratio, 48 h; Potency, µM (highest dose often 46.1 µM), inactives show at the highest dose ratio change, negative = inhibition, actives largely listed as inhibitors; 200,000 compounds, 0.01% hits; AID 1487; active = well fitted inhibition curve with a large enough effect in the signal ratio, with a control signal flat, not every such curve was filed as active; inconclusive = small, poorly fitted or top-dose-only effect, or effect the other way, or a change in a side signal; the % refers to the signal ratio; also: potency is read from the fitted curve at half-maximal effect; % is scaled to controls: 0 for no effect and ±100 for the full control effect
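Read-out is the ratio of GFP to DsRed2 object intensity, acquired by 488 nm laser-scanning cytometry on HeLa lamin A-EGFP minigene reporter cells. Compound incubation 48 hrs at 37 °C in Opti-MEM with 2% FBS; DMSO 0.5% final.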
IMPase Li inh – cell-permeable IMPase inhibitors with lithium potentiation. CHO-M1 cells, IP1 TR-FRET (IP-One), carbachol + lithium. Potency, µM (highest dose often 59.4 µM), for inactives: at the top dose activity, negative = IMPase inhibition, most hits filed as inhibitors. 210,000 compounds, 0.35% hits. AID 1457;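 also: IP1 builds up when IMPase is blocked and the TR-FRET signal falls; potency is read from the fitted curve at half-maximal effect; plate controls were basal vehicle for no effect and high inhibitor control for full effect; nearly all actives have a fitted effect of over 50% in size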
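Concentration–response in CHO-M1 cells, lithium-potentiated; 30 min at 37C. IP1 detected by competitive TR-FRET after 10 min lysis at RT. Hill-fitted AC50.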
* hit, by the source's call; [ ] = another dose, or the depositor's remark. Unless noted, calls follow the shape of the dose curve; as a rule, active = well fitted curve in the direction sought with a large enough effect; inconclusive = small, poorly fitted or top-dose-only effect, or another doubt; inactive = no such curve, though single readings can be large; an effect the other way counts as inactive or inconclusive. These rows are one share of the data, so the mix of outcomes need not match the whole.

`Cc1noc(C)c1COC(=O)C(c1ccccc1)c1ccccc1` gave Epigenetic derep -1.4%, KinaseGlo FLuc -0.8%, HTT aggregate 3.8%, NPSR antagonist -25.8%, CBFb RUNX1 block 19.6%, Lamin A splicing -16.5%[46 µM] and IMPase Li inh 24.2%.
CC(C)CNC(=O)c1cccc(NC(=O)CSc2ccccc2)c1 was read as Epigenetic derep -1.0%, KinaseGlo FLuc 1.5%, HTT aggregate -10.3%, NPSR antagonist 12.1%, CBFb RUNX1 block 6.8%, Lamin A splicing -5.4% and IMPase Li inh 2.5%.
`COc1ccc(C(=O)Nc2nc3ccccc3[nH]2)cc1S(=O)(=O)N1CCCC1` gave Epigenetic derep 0.9%, KinaseGlo FLuc -4.0%, HTT aggregate 3.8%, NPSR antagonist -7.1%[46.1 µM], CBFb RUNX1 block -2.0%, Lamin A splicing 1.6% and IMPase Li inh 5.0%[38.3 µM].
CCSc1nnc(NC(=O)c2ccc3c(c2)OCO3)s1 was read as Epigenetic derep -1.1%, KinaseGlo FLuc -3.1%, HTT aggregate 6.2%, NPSR antagonist -3.3%[46.1 µM], CBFb RUNX1 block 6.3%, Lamin A splicing -2.5% and IMPase Li inh -1.8%.
Cc1c(NC(=S)NC(=O)Cc2ccccc2)cccc1C(=O)O was read as Epigenetic derep -1.2%, KinaseGlo FLuc 4.2%, HTT aggregate 1.6%, NPSR antagonist -0.7%[46.1 µM], CBFb RUNX1 block -0.1%, Lamin A splicing 7.3% and IMPase Li inh 0.9%[38.3 µM].
`O=C(COc1ccc(Cl)cc1[N+](=O)[O-])N1CCCCCC1` gave Epigenetic derep 0.9%, KinaseGlo FLuc 0.8%, HTT aggregate 1.9%, NPSR antagonist -4.0%, CBFb RUNX1 block -1.3%, Lamin A splicing 15.7%[46 µM] and IMPase Li inh 9.5%.
For COc1ccc2oc(-c3ccc(O)cc3)cc(=O)c2c1 the results were Epigenetic derep -0.3%, KinaseGlo FLuc inconclusive, CBFb RUNX1 block 2.2%[21.7 µM] and IMPase Li inh -11.7%.
For COc1cccc(/C(O)=C2/C(=O)C(=O)N(CCCN3CCOCC3)C2c2ccncc2)c1 (stereo not drawn) the results were Epigenetic derep 0.0%, KinaseGlo FLuc -4.5%, HTT aggregate 13.0%, NPSR antagonist 7.3%[46.1 µM], CBFb RUNX1 block -1.7%, Lamin A splicing -0.3% and IMPase Li inh 1.4%[38.3 µM].
For N#CCC(=O)Nc1ccc(C(=O)Nc2cccnc2)cc1 the results were Epigenetic derep 1.1%, HTT aggregate -12.9%[9.22 µM], NPSR antagonist -16.1% and CBFb RUNX1 block -2.0%.
For CN(C)c1nc(C(=O)O)nc(N2CCOCC2)n1 the results were Epigenetic derep -1.0%, HTT aggregate 5.8%[9.22 µM], NPSR antagonist 9.4% and CBFb RUNX1 block 6.5%.
O=C(Cc1ccccc1)NCC1OCCc2ccccc21 (stereo not drawn) was read as Epigenetic derep 0.0%, KinaseGlo FLuc -1.8%, HTT aggregate 4.0%[9.22 µM], NPSR antagonist -9.9%, CBFb RUNX1 block 1.1%, Lamin A splicing inconclusive and IMPase Li inh 7.4%.
For CN1CCN(C(=O)CCN2C(=O)/C(=C/c3ccccc3Cl)SC2=S)CC1 the results were Epigenetic derep inconclusive, KinaseGlo FLuc 0.0%, HTT aggregate 8.0%[9.22 µM], NPSR antagonist -14.6%, CBFb RUNX1 block -15.0%, Lamin A splicing inconclusive and IMPase Li inh 8.3%.
CCCC(C)NC(=O)CSc1nc2ccc(C)cc2[nH]1 (stereo not drawn) was read as Epigenetic derep -1.8%, KinaseGlo FLuc -1.2%, HTT aggregate 2.8%, NPSR antagonist -2.9%, CBFb RUNX1 block 3.1%, Lamin A splicing -6.2%[46 µM] and IMPase Li inh 5.7%.
`CCCC(=O)Oc1ccc2c(C)cc(=O)oc2c1` gave Epigenetic derep -1.9%, KinaseGlo FLuc -1.4%, HTT aggregate 1.0%, NPSR antagonist 14.2%, CBFb RUNX1 block 0.2%, Lamin A splicing -2.9% and IMPase Li inh -20.8%.
Screening Cc1ccc(C)c(CN2C(=O)C3CCCN3c3ccc(S(=O)(=O)N4CCOCC4)cc32)c1 (stereo not drawn) returned Epigenetic derep 0.0%, KinaseGlo FLuc -1.7%, HTT aggregate 5.1%, NPSR antagonist -12.0%[46.1 µM], CBFb RUNX1 block 1.9%, Lamin A splicing -8.0% and IMPase Li inh inconclusive.
For Cc1csc(NC(=O)c2ccccc2C(=O)O)n1 the results were Epigenetic derep -0.8%, KinaseGlo FLuc -3.7%, HTT aggregate 7.5%, NPSR antagonist 0.5%[46.1 µM], CBFb RUNX1 block 8.3%, Lamin A splicing 3.0% and IMPase Li inh 17.8%[38.3 µM].
Screening Cn1c(=O)c2[nH]c(CNc3ccc(C(=O)O)cc3)nc2n(C)c1=O returned Epigenetic derep -0.6%, HTT aggregate -14.4%[9.22 µM], NPSR antagonist -13.8% and CBFb RUNX1 block 10.8%.
For O=C(CC1Sc2ncnn2C1=O)Nc1ccc(Cl)cc1 (stereo not drawn) the results were Epigenetic derep -1.5%, KinaseGlo FLuc 1.9%, HTT aggregate 2.4%, NPSR antagonist -4.6%, CBFb RUNX1 block -2.2% and IMPase Li inh 2.8%.
`CC(=O)NC(C)C(c1cccs1)N1CCN(c2ccccc2)CC1` (stereo not drawn) gave Epigenetic derep 0.0%, KinaseGlo FLuc 3.4%, HTT aggregate -3.5%, NPSR antagonist -4.8%[46.1 µM], CBFb RUNX1 block -8.9%, Lamin A splicing 5.4% and IMPase Li inh 19.1%[38.3 µM].
`COc1ccc(OC)c(N/C(=N/C(=S)Nc2ccccc2)Nc2nc(C)cc(C)n2)c1` gave Epigenetic derep inconclusive, HTT aggregate -4.8%[9.22 µM], NPSR antagonist 3.1%, CBFb RUNX1 block -13.1% and Lamin A splicing inconclusive.
`COCCNC(=O)c1c[nH]c2ccc(OC)cc2c1=O` gave Epigenetic derep -7.6%, HTT aggregate 4.5%, NPSR antagonist -4.8%[46.1 µM], CBFb RUNX1 block 3.7% and Lamin A splicing inconclusive.
Screening O=C(COc1ccc(Cl)cc1[N+](=O)[O-])N1CCCCC1 returned Epigenetic derep -1.8%, KinaseGlo FLuc -0.7%, HTT aggregate 2.4%, NPSR antagonist 2.7%, CBFb RUNX1 block 10.2% and IMPase Li inh 5.7%.
Screening C=CCCc1ccc(C#N)c(SCc2c(C(=O)OCC)c3cc(OC(C)=O)c(Br)cc3n2C)n1 returned Epigenetic derep 12.6µM*, KinaseGlo FLuc -1.8%, HTT aggregate -7.7%, NPSR antagonist -0.8%, CBFb RUNX1 block 1.1%, Lamin A splicing inconclusive and IMPase Li inh 0.6%.
S=C1NCN(C2CCCCC2)CN1Cc1ccccc1 was read as Epigenetic derep 0.0%, KinaseGlo FLuc -0.1%, HTT aggregate -10.6%, NPSR antagonist -3.4%[46.1 µM], CBFb RUNX1 block 4.2%, Lamin A splicing -1.7% and IMPase Li inh -2.7%.
CCCc1nn2c(=O)c(C(c3ccc(C)cc3)c3c(O)nc4sc(CCC)nn4c3=O)c(O)nc2s1 was read as Epigenetic derep -4.5%, KinaseGlo FLuc 1.9%, HTT aggregate 4.1%, NPSR antagonist -9.6%[46.1 µM], CBFb RUNX1 block -0.8%, Lamin A splicing 6.3% and IMPase Li inh -17.5%[38.3 µM].
Screening Cc1ccc(N2CC(C(=O)OCc3ccccc3F)CC2=O)cc1 (stereo not drawn) returned Epigenetic derep -7.2%, KinaseGlo FLuc 8.8%, HTT aggregate 10.2%, NPSR antagonist -20.7%[46.1 µM], CBFb RUNX1 block 16.3%, Lamin A splicing -9.8% and IMPase Li inh 5.1%.
For C/C(=N\Nc1nc(N2CCCCC2)nc(N2CCOCC2)n1)c1cccs1 the results were Epigenetic derep 2.6%, KinaseGlo FLuc 2.5%, HTT aggregate -4.1%, NPSR antagonist 3.1%, CBFb RUNX1 block -2.8%, Lamin A splicing 12.6%[9.22 µM] and IMPase Li inh 13.5%.
CCN(CC)C(=O)CSc1nc2cc3c(cc2c(=O)n1Cc1ccco1)OCO3 was read as Epigenetic derep -3.9%, KinaseGlo FLuc -1.6%, HTT aggregate -7.9%, NPSR antagonist -35.2%, CBFb RUNX1 block 7.6%, Lamin A splicing 9.9%[9.22 µM] and IMPase Li inh 0.6%.
`Cc1cccc(C(=O)N(c2ccccn2)C(C)c2ccco2)c1` (stereo not drawn) gave Epigenetic derep 0.1%, KinaseGlo FLuc -0.6%, HTT aggregate 7.4%, NPSR antagonist -0.9%, CBFb RUNX1 block 9.0% and IMPase Li inh 12.5%.
Screening Cc1ccccc1N1C(=O)CC(Nc2ccc3c(c2)OCO3)C1=O (stereo not drawn) returned Epigenetic derep -2.3%, KinaseGlo FLuc 1.4%, HTT aggregate 9.6%, NPSR antagonist 8.5%, CBFb RUNX1 block 2.6% and IMPase Li inh 7.3%.
Screening O=C(c1ccc([N+](=O)[O-])cc1)N(Cc1ccc(Br)cc1)N1C(=O)CCCC1=O returned Epigenetic derep 3.0%, KinaseGlo FLuc -0.9%, HTT aggregate 28.8%[9.22 µM], NPSR antagonist 0.3%[46.1 µM], CBFb RUNX1 block 0.7%, Lamin A splicing 12.8% and IMPase Li inh 9.5%[38.3 µM].
For CC(CN1CCN(C)CC1)OC(=O)c1cccc(Cl)c1 (stereo not drawn) the results were Epigenetic derep -0.1%, HTT aggregate 9.4%[9.22 µM], NPSR antagonist 18.1% and CBFb RUNX1 block 6.3%.
For Cc1csc(NC(=O)CS(=O)(=O)c2ccccc2)n1 the results were Epigenetic derep -1.5%, KinaseGlo FLuc -2.0%, HTT aggregate 4.0%, NPSR antagonist 5.0%, CBFb RUNX1 block inconclusive and IMPase Li inh 4.0%.
`CCOC(=O)NC(=O)c1cn(CCNCCO)c(=O)[nH]c1=O` gave Epigenetic derep 0.0%, KinaseGlo FLuc -2.6%, HTT aggregate 13.3%, NPSR antagonist 11.9%, CBFb RUNX1 block 3.1%, Lamin A splicing -9.2%[46 µM] and IMPase Li inh 7.1%.
Screening CCC1(CC)C(=O)C(C)(C)C(=O)OC1c1cccs1 (stereo not drawn) returned Epigenetic derep -1.1%, KinaseGlo FLuc -0.8%, HTT aggregate 3.5%, NPSR antagonist -10.4%[46.1 µM], CBFb RUNX1 block 8.7%, Lamin A splicing 13.3% and IMPase Li inh 25.9%[38.3 µM].

Screening results as filed in PubChem BioAssay.
